Screens (PubChem BioAssay)
EP2 mod = modulators of human EP2 prostaglandin E2 receptor; P43116; EP2-expressing cells, cAMP HTRF FRET, PGE2 co-stimulation; induction, % at 25 µM; 260,000 compounds, 0.83% hits; AID 940;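 active = compounds whose cAMP rise, as percent of the full-agonist control response, exceeds 60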;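 also: rat C6 glioma line stably carrying human EP2 under a CMV promoter; the protocol text gives 20 µM as final concentration; 100% = response of wells given 1 µM PGE2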
Target sequence (P43116 whole entry, looked up): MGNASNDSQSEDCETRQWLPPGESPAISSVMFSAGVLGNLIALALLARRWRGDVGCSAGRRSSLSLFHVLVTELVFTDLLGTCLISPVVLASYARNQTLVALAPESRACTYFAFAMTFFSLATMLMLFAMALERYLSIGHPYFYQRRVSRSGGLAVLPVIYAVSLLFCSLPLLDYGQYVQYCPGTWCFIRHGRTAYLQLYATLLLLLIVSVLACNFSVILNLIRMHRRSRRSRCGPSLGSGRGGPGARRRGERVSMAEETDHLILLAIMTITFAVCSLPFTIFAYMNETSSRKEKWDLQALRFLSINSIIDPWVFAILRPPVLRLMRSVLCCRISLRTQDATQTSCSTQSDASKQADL
TRPML3 agonist = agonists of human TRPML3 channel; 220,000 compounds, 0.29% hits; Q8TDD5; AID 1448; activation, % at 3 µM; HEK293 TRPML3-YFP, Fluo-8 calcium fluorescence; 100% = the carbachol control signal;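 active = activation above its plate's cutoff, the mean activation of the plate's test wells plus 3 SD, cut at about 12% in these data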;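 also: 0% = DMSO only wells and 100% = carbachol wells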
Target sequence (Q8TDD5 whole entry, looked up): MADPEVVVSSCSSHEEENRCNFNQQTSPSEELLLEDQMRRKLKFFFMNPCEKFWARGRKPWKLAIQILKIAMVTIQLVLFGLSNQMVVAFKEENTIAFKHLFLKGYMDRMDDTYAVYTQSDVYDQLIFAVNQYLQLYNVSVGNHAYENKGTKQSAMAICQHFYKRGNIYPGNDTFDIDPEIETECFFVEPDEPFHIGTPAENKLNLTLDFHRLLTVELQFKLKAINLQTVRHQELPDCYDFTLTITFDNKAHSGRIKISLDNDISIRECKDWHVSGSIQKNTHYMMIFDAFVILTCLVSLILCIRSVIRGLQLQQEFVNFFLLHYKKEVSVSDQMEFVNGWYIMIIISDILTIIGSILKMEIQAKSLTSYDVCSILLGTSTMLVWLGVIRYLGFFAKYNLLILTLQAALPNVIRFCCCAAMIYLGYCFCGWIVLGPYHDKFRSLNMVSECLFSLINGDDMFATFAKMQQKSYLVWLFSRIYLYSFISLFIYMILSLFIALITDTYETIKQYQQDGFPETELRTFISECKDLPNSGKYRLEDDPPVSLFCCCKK
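Test system – HEK293 line with stable expression of human TRPML3-YFP channel · Control set – carbachol 87 µM final as high control (100%), DMSO as low control (0%) · Signal – Fluo-8 calcium dye fluorescence, ex 470-495, em 515-575 nm · Incubation – 1-h 37 °C dye load, 5-s basal, 120-s post-compound reads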
PPC-1+TRAIL kill = compounds killing PPC-1 cancer cells with TRAIL present (potentiator screen, no TRAIL-free arm); PPC-1 cells + TRAIL, ATPLite viability luminescence; cell killing (% activity), % at 4 µM; 220,000 compounds, 0.41% hits; AID 1443;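 active = cell killing above 50% in the first pass at 4 µM, then a duplicate retest at 5 µM averaging 50% or more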;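 also: plate controls were cells with TRAIL plus DMSO for no effect and medium-only wells lacking cells for full effect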
PGE2 EP2 inh = EP2 receptor (human) inhibition | P43116 | C6 glioma cells expressing human EP2, cAMP TR-FRET; cells stimulated with saturating PGE2 | inhibition, % at 25 µM | 260,000 compounds, 0.52% hits;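 active = percent inhibition above 40 after rounding to a whole number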;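 also: rat C6 glioma host cells with rolipram phosphodiesterase inhibitor present; the protocol text gives 20 µM as final concentration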
NPY-Y1 PAM-ag = human NPY-Y1 potentiation or agonism, primary screen; NPY-Y1 expressing cells, potentiator/agonist activation; activation, % at 3.6 µM; 220,000 compounds, 0.37% hits; in the data active = activation above about 33%, passing the limit was not always enough;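 also: cells stimulated with NPY at EC10 then isoproterenol at EC100; 0% = low agonist plus stimulus and 100% = saturating agonist plus stimulus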
CHOP inh = inhibitors of CHOP induction in ER stress response | CHO-K1 CHOP-promoter luciferase, tunicamycin-induced, 15-18 h | inhibition, % at 10 µM | 220,000 compounds, 3.8% hits | AID 2732;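 active = compounds that reduced the stress-induced luciferase reporter signal by more than about 70% of percent inhibition, limit read from the data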;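 also: 0% = tunicamycin plus vehicle and 100% = wells without tunicamycin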
zfTRPN1 agonist = activates the zebrafish TRPN1 channel; HEK293 zebrafish TRPN1-YFP, Fluo-8 calcium fluorescence; 100% = response to 87 µM carbachol; activation, % at 3 µM; 220,000 compounds, 0.18% hits;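 active = activation above its plate's cutoff, the mean activation of test wells on that plate plus 3 SD, cut at about 19% in these data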;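 also: 0% = DMSO alone and 100% = 87 µM carbachol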
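Material: zebrafish TRPN1-YFP in HEK293 cells. Doses: one dose of 3 µM, 0.3% DMSO. Incubation: dye 1 h 37 °C plus 30 min RT. Measured by: intracellular calcium fluorescence with Fluo-8.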
NPY Y1 blocker = blocks the human neuropeptide Y Y1 receptor | HEK293-CNG Y1 cells, membrane potential fluorescence; NPY at EC95, then isoproterenol | AID 1040 | 200,000 compounds, 1% hits | P25929 | inhibition, % at 3.6 µM;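 active = inhibition above the campaign mean inhibition of all tested compounds plus 3 SD, cut at about 20% in these data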;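 also: 0% = DMSO wells given NPY plus isoproterenol and 100% = isoproterenol alone without NPY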
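Material: HEK293 cells co-expressing NPY Y1 receptor and cyclic-nucleotide gated channel. Timing: compound incubation 1 h at room temperature, readout 45 min post-stimulation. Signal: fluorescence, membrane potential probe.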
14-3-3 Bad PPI = disrupts binding of bovine 14-3-3 zeta to phospho-Bad peptide | P63103 | TR-FRET 14-3-3zeta/Dy647-pBad peptide displacement, 1 h | inhibition, % at 21.7 µM | 220,000 compounds, 0.71% hits | AID 781;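 active = inhibition above about 70%, limit read from the data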;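 also: 0% = full 14-3-3 plus peptide FRET controls and 100% = background without 14-3-3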
Active calls of the source: *; x = not tested or not shown; & = joins results of further samples; ! = a repeat was not active; [ ] = remark or other dose. This is a subset; count on the stated rates, not on these rows.

SMILES	EP2 mod	TRPML3 agonist	PPC-1+TRAIL kill	PGE2 EP2 inh	NPY-Y1 PAM-ag	CHOP inh	zfTRPN1 agonist	NPY Y1 blocker	14-3-3 Bad PPI
NC(N)=N/N=C/c1ccc(N2CCOCC2)cc1	-44	1.0	-7	5	9	6	-0.5	-4	-6
CC(C)(C)N(NC(=O)c1ccccc1)C(=O)c1ccccc1	-4	0.8	5	5	27	1	0.4	2	5
CN(C)c1nc(OCCNC(=O)COc2ccc(Cl)cc2Cl)nc(N2CCCCC2)n1	42	-0.6	-6	7	-16	94*	-2.0	0	-5
O=[As](O)(O)c1ccc(N=Nc2ccc(O)cc2)cc1	-21&12	1.2	-7	2&16	2	-4	2.5	x	0
CCn1nc(/C=C/c2ccccc2)nc2c(=O)n(C)c(=O)nc1-2	-101	0.6	14	35	-6	105*	1.1	0	-17
COCCN1C(=O)NC(=O)/C(=C\c2ccc(F)cc2)C1=O	-8	1.0	-2	3	-13	-1	2.6	5	-22
Cc1ccc(NC(=O)c2cc(-c3ccccc3)n(CCCN3CCOCC3)c2C)cc1	1	0.6	10	9	-17	12	0.4	x	-1
O=C(N/N=C/c1c(O)n(-c2ccccc2)c(=O)[nH]c1=O)c1ccncc1	13	0.4	25	8	-1	1	0.4	0	16
CC(=O)Nc1ccc(N=Cc2c(O)n(Cc3ccco3)c(=O)[nH]c2=O)cc1	6	1.2	17	18	12	18	1.8	x	-10
CC(=O)N1N=C2C3CCN(CC3)C2C1c1ccc(F)cc1 (configuration not stated)	-15&39	1.5	20	13&3	16	3	1.2	0	-13
O=C1/C(=C\c2ccc([N+](=O)[O-])cc2)N2CCC1CC2	-11	0.4	11	9	11	1	0.6	4	-7[fluorescence artefact?]
Fc1ccc2c(c1)nnn2C1CCN(Cc2nnnn2CCc2ccccc2)CC1	-13	1.1	20	11	-19	27	0.1	-1	76*
O=C(Nc1cccc(OC(=O)N2CCCCC2)c1)N1CCOCC1	-11	0.6	-2	4	-14	11	2.0	-3	-17
COc1ccc2c(c1OC)C(=O)OC2c1c(O)n(C2CCCCC2)c(=O)[nH]c1=O (configuration not stated)	15	1.2	24	6	2	18	-1.0	3	29
CN1CCC2(CC1)NC(=O)C1=C(CN(C)CC1)N2	-4	1.3	x	13	-7	8	0.1	-8	-10
CCN1C(=O)C(=Cc2cc(C)n(C3CC3)c2C)C(=O)N(CC)C1=S	3	0.7	14	7	-6	9	7.3	14	-10[fluorescence artefact?]
Cc1cc(OCCN2CC2)c2ccccc2n1	-13	1.0	29	2	15	-2	-1.1	x	1
CCOc1cc(CNCCc2c[nH]c3ccccc23)cc(Cl)c1OCC	-24	0.4	6	2	-16	80*	-1.1	2	-13
Clc1cccc(C2NCCc3[nH]cnc32)c1 (configuration not stated)	-3	0.9	14	8	20	14	0.9	-1	-6
CCOC(=O)c1c(C)n(C(C)C)c2ccc(OC)cc12	58	-1.2	31	1	4	38	-0.8	x	-4
CCN(CC)C(=O)c1ccc(NC(=O)c2ccc(-c3nn(C)c(=O)c4ccccc34)cc2)cc1	-4	0.7	12	6	-10	6	0.7	6	-3
CC(C)[N+](C)(CCC(C(N)=O)(c1ccccc1)c1ccccc1)C(C)C	9&9	0.7	-2	6&17	9	13	1.9	-1	2
N#Cc1ccccc1Cn1cc(C(=O)c2ccco2)c2ccccc21	3&-16	-0.6	5	8&10	-51	40	-2.0	16	11
CNC(=O)Oc1ccc(N(C)C)cc1C(C)C	-3	0.7	15	10	-6	10	0.9	x	0
CCN(CC)c1ccc(/C=C/[N+](=O)[O-])cc1	-70	36*	4	8	1	-78	47*	9	-9
c1ccc(CCN2CCC(N3CCN(c4ccccc4)CC3)CC2)cc1	10	1.0	9	2	-11	-18	2.3	9	15[fluorescence artefact?]
COc1ccc(Oc2cc(NC(=O)c3nn(C)cc3[N+](=O)[O-])cc([N+](=O)[O-])c2)cc1	-31	0.6	23	11	0	-54	1.3	6	-2
CN(C)c1ccc(/C=C2\CC3C4CC=C5CC(O)CCC5(C)C4CCC3(C)C2=O)cc1 (configuration not stated)	20	0.8	4	8	-1	96*	0.4	7	-6
CCOc1ccc(-n2c(CC)nc3ccccc3c2=O)cc1	8	-0.4	28	8	1	-4	-0.1	-1	-3
Cc1ccccc1CN1CCN(c2ccc(Cl)cc2)CC1	19	-0.3	5	11	6	-22	0.3	4	31
CCOP(=O)(OCC)C(O)c1ccc(OC)c(OC)c1 (configuration not stated)	-3	-0.9	5	8	-3	29	-0.4	0	0
CC(=NCCC1=CCCCC1)c1c(O)n(-c2ccccc2)c(=O)[nH]c1=O	0	-0.7	24	14	-9	-2	0.6	x	-8
CC(=O)CC(=O)C1C(=O)N(C)C(=O)N(C)C1=O	10	0.4	3	5	15	-6	0.6	2	0
c1ccc(CC(NCc2ccco2)c2ccccc2)cc1 (configuration not stated)	48	-0.3	26	1	9	14	-0.8	3	-2
Cc1cc(C(=O)Nc2ccc3c(c2)OCCO3)nn1C(C)(C)C	3	-1.3	26	8	-6	-7	0.9	x	1
CCC(CO)Nc1ccc([N+](=O)[O-])c2cccnc12 (configuration not stated)	-21	0.0	7	13	8	7	-2.2	0	-7
O=C(C(=O)N1CCOCC1)c1cn(Cc2ccccc2Cl)c2ccccc12	-6	0.7	6	9	2	20	-1.2	0	0
CCc1ccc(C2=NN(CCC(=O)N3CCC4(CC3)OCCO4)C(=O)CC2)cc1	-14	-0.1	2	15	-1	6	-1.1	5	-1
CCN(CC)c1ccc(N=Cc2c(O)n(Cc3ccccc3)c(=O)[nH]c2=O)cc1	8&39	0.2&1.3	6&9	4&7	18&2	96*!	0.3&0.0	-4&-1	3&4
CCCCn1c(NC(=O)c2ccco2)c(C(=O)OCC)c2nc3ccccc3nc21	20	-0.5	11	27	-1	-51	0.5	9	-1
COc1ccc(C(C)=O)cc1CC(C(=O)c1ccc(C)c(C)c1)N(C)C (configuration not stated)	18	0.2	2	3	-13	0	0.1	0	2
CCN1CCN(Cc2cc(C(C)(C)C)c(O)c(C(C)(C)C)c2)CC1	-11	0.3	5	x	68*	-8	-1.6	-6	x
CNC(=O)c1cccn(Cc2cc(C(F)(F)F)cc(C(F)(F)F)c2)c1=O	-5	4.0	-3	2	10	31	5.9	1	-6
CC12CC[C@H]3[C@@H](CCC4(O)C[C@H](O)CCC34/C=N/NC(=O)c3ccc(O)cc3)C1(O)CCC2C1=CC(=O)OC1 (some centres not stated)	5	0.5	6	9	-9	30	1.0	x	0
Cc1cccc(-n2c(O)c(/C=C/C=Nc3ccccc3)c(=O)[nH]c2=O)c1	-12	7.4	28	7	14	-7	7.1	8	-13

Taken from above:
In PPC-1+TRAIL kill, c1ccc(CC(NCc2ccco2)c2ccccc2)cc1 (configuration not stated) has the entry 26
In PPC-1+TRAIL kill, CC12CC[C@H]3[C@@H](CCC4(O)C[C@H](O)CCC34/C=N/NC(=O)c3ccc(O)cc3)C1(O)CCC2C1=CC(=O)OC1 (some centres not stated) has the entry 6

The results go on:
SMILES	EP2 mod	TRPML3 agonist	PPC-1+TRAIL kill	PGE2 EP2 inh	NPY-Y1 PAM-ag	CHOP inh	zfTRPN1 agonist	NPY Y1 blocker	14-3-3 Bad PPI
O=C(N/N=C/c1c(O)n(CCc2ccc(F)cc2)c(=O)[nH]c1=O)c1ccncc1	-27	-0.1	18	4	14	0	-1.7	10	-12
O=[N+]([O-])c1ccc(N2CCOCC2)c2cccnc12	21	1.2	-9	7	-15	9	1.5	4	-9
Cc1c(C=C2C(=O)NC(=O)NC2=O)c(=O)n(-c2ccccc2)n1C	2	0.3	-11	6	-13	8	1.2	-1	7
CN1CCCC(C(=O)c2ccc(Cl)cc2)C1 (configuration not stated)	13	1.0	1	9	3	13	0.8	2	1
COc1ccc(NP(=O)(Oc2cccc(C)c2)Oc2cccc(C)c2)cc1OC	11	-0.6	4	9	5	25	-0.8	x	-7
Cc1nc2ccccc2c(=O)n1-c1ccc(F)cc1F	-3	-0.3	14	6	15	8	0.2	x	3
O=c1cccc2n1CC1CC2CN(S(=O)(=O)c2ccccc2)C1 (configuration not stated)	19&10	0.6	9	4&10	6	2	-0.5	-2	4[fluorescence artefact?]
C=C1N2CCC(CC2)C1(O)c1ccccc1C (configuration not stated)	21	0.0	-4	12	-4	-13	0.0	1	16[fluorescence artefact?]
CCN1CCC(O)(c2ccccc2)C(C(=O)c2ccccc2)C1 (configuration not stated)	x	1.2	x	16	-3	x	0.0	4	x
CC/C(=N\N1CCCCCC1)c1c(O)n(-c2ccccc2C)c(=O)[nH]c1=O	-13	1.2	15	4	-6	24	3.3	-4	-4
C[C@H]1CCC[C@H](O)CCCCCc2cc(O)cc(O)c2C(=O)O1	9	0.1	-8	8	12	18	1.3	2	-2
O=C1NC(=O)N(Cc2ccco2)C(=O)/C1=C/c1cccn1CCOc1ccccc1Cl	-20	0.2	24	15	-1	61	-0.7	5	9
CCCCn1c(O)c(/C=N/N2CCCCC2c2cccnc2)c(=O)[nH]c1=S (configuration not stated)	2	0.3	14	4	-5	16	-0.2	0	-1
O=c1[nH]c(O)c(N=Nc2ccc(S(=O)(=O)N3CCOCC3)cc2)c(=O)[nH]1	10	0.3	10	8	-7	-4	-1.2	1	-7
CCOP(=S)(OCC)N1CCOCCOCCN(P(=S)(OCC)OCC)CCOCCOCC1	48	2.4	10	6	2	28	-1.5	5	-17

Molecules listed so far containing a tert-butyl group:
SMILES	EP2 mod	TRPML3 agonist	PPC-1+TRAIL kill	PGE2 EP2 inh	NPY-Y1 PAM-ag	CHOP inh	zfTRPN1 agonist	NPY Y1 blocker	14-3-3 Bad PPI
CC(C)(C)N(NC(=O)c1ccccc1)C(=O)c1ccccc1	-4	0.8	5	5	27	1	0.4	2	5
Cc1cc(C(=O)Nc2ccc3c(c2)OCCO3)nn1C(C)(C)C	3	-1.3	26	8	-6	-7	0.9	x	1
CCN1CCN(Cc2cc(C(C)(C)C)c(O)c(C(C)(C)C)c2)CC1	-11	0.3	5	x	68*	-8	-1.6	-6	x

Further results
SMILES	EP2 mod	TRPML3 agonist	PPC-1+TRAIL kill	PGE2 EP2 inh	NPY-Y1 PAM-ag	CHOP inh	zfTRPN1 agonist	NPY Y1 blocker	14-3-3 Bad PPI
Cc1ccc(N2C(=O)NC(=O)/C(=C/c3ccc(-c4ccc(C(=O)O)c(Cl)c4)o3)C2=O)cc1	3	-0.2	9	15	0	3	4.9	11	-1
CC(=O)c1cccc(OCC(O)CN2CC=C(c3ccccc3)CC2)c1 (configuration not stated)	-22	-0.2	12	0	-24	-17	0.8	17	65
CC(C)=CCSc1nnc([C@@H](N)Cc2c[nH]c3ccccc23)o1	-37	0.2	6	8	-8	35	-0.4	0	13
CC(C)OP(=O)(OC(C)C)C(O)c1ccc(Br)cc1 (configuration not stated)	16	0.6	4	1	12	27	0.8	-7	-3
CCCCCCC(=O)c1c(O)n(-c2ccccc2OC)c(=O)[nH]c1=O	8	0.9	0	7	-15	28	2.0	2	-6
